GalR3 antag: antagonists of human GalR3; 0.44% of 360,000 active; inhibition, % at 3 µM; HEK293 GalR3-CNG cAMP membrane potential fluorescence; galR3 body fused to GalR1 C-terminus; O60755;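 active = inhibition above the screen-wide average plus 3 SD, cut at about 13% in these data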;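 also: forskolin and galanin both at EC90 stimulate the cells; cAMP rise reported by CNG channel membrane potential dye signal; 0% = forskolin plus galanin with DMSO and 100% = forskolin alone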
PHOSPHO1 block: inhibitors of human PHOSPHO1 phosphatase; Q8TCT1; recombinant PHOSPHO1, absorbance phosphatase assay; inhibition, % at 13.3 µM; 1.1% of 290,000 active; AID 1565; in the data active = inhibition above about 60%
p-CIP stab down: p/CIP protein destabilization. Q05BA5. F442A p/CIP-EGFP cells, EGFP fluorescence, 16 h. decrease of EGFP signal, % at 10 µM. 0.01% of 290,000 active. AID 1984;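 active = EGFP signal decrease of at least 30% at 10 µM or well 3 SD below plate mean, unless failing retest; inactive = the rest, including hits failing retest or dose response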; also: some compounds called inactive have numbers as strong as hits; many of its hits are not listed in these tables
IDE inh: cellular human IDE inhibition. HEK cells, FAbetaB cleavage, fluorescence polarization. 0.41% of 320,000 active. inhibition, % at 5.59 µM. AID 434962. P14735;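 active = percent inhibition above the average of all tested compounds plus 3 SD, set per screening campaign, cut at about 16% in these data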;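 also: IDE supplied by intact live HEK cells; FP after avidin binding of uncleaved biotin substrate so inhibition keeps polarization high; 0% = DMSO wells and 100% = 60 µM reference IDE inhibitor Ii1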
Target sequence (P14735 whole entry, looked up): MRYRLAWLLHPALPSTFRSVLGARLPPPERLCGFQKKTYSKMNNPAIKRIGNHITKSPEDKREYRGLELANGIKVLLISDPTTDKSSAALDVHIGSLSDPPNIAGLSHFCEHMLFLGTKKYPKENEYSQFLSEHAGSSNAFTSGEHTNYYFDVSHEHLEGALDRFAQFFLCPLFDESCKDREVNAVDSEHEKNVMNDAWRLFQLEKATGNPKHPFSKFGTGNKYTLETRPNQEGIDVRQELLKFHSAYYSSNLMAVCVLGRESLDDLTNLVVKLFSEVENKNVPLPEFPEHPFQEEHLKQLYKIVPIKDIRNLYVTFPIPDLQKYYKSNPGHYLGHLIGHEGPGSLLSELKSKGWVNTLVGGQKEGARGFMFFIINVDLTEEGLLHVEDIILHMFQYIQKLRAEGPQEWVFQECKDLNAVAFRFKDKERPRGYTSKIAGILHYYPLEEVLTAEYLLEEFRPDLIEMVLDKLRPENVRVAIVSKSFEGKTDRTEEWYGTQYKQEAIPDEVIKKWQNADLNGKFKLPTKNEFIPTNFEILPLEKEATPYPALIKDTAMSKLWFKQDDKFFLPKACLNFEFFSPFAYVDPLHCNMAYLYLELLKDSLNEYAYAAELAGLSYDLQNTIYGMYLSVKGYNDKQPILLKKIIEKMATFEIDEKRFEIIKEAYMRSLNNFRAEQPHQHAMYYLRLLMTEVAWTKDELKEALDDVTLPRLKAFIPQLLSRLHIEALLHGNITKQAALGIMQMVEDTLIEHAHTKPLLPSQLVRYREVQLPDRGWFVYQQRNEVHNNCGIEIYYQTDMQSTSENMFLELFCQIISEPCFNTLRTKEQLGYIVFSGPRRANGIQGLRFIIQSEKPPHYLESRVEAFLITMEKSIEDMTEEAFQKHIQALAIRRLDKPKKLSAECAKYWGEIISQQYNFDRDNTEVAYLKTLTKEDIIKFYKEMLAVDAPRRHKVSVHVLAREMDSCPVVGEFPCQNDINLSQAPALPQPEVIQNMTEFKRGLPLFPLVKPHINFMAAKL
CHRM4 PAM: CHRM4 positive allosteric modulation; P08173; activation, % at 3 µM; AID 624126; CHO-K1 hM4/Gqi5, Fluo-8 calcium fluorescence, ACh EC20; 0% = ACh EC20, 100% = maximal ACh; 0.4% of 360,000 active;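 active = activation above its plate's cutoff, the mean activation of sample wells plus 3 SD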; also: some results filed as inactive read as strong as hits
MEKK3 PB1 HTS: modulators (inhibitors or enhancers) of MEK5 binding to human MEKK3 PB1 domain | Q99759 | binding response (% of control), % at 10 µM | bead-based flow cytometry, Alexa488-MEK5 binding to MEKK3; actives lie on both sides; 0 = blocked by unlabeled MEK5, 100 = vehicle | 1.4% of 290,000 active | AID 1529;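 active = binding response more than 3 SD above or below the average of its plate-row segment, actives on both sides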;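 also: Alexa488 bead fluorescence after subtracting the streptavidin-only scavenger bead signal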
IDE cell activ: activators of human insulin-degrading enzyme in cells | 0.073% of 340,000 active | HEK cells, FAbeta-B cleavage, fluorescence polarization; 0% vehicle, 100% cell-free pure enzyme wells | P14735 | activation, % at 5.96 µM;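 active = activation above the mean of all tested compounds plus 3 SD, set per screening campaign, cut at about 17% in these data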
CRFR2-BP ag: agonists of human CRF-binding protein/CRF-R2 receptor complex | HEK293 CRF-R2/CRF-BP, calcium dye fluorescence (FLIPR); percent of saturating CRF peptide response | activation, % at 13.2 µM | 0.46% of 350,000 active | AID 588473;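 active = activation of at least 50%, plus an integration ratio under a set limit after plate pattern correction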;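 also: plate controls were neutral control wells without compound for no effect and CRF at EC100 for full effect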
CRFR2-BP antag: antagonists of CRF-binding protein/CRF-R2 receptor complex; HEK293 CRF-R2/CRF-BP, CRF-induced calcium fluorescence; inhibition, % at 11.8 µM; 0.59% of 350,000 active; AID 588475;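 active = inhibition of the ligand-induced calcium signal above about 50% at the single tested concentration, limit read from the data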
* hit, by the source's call; x = not tested or not shown; [ ] = remark or other dose.

SMILES	GalR3 antag	PHOSPHO1 block	p-CIP stab down	IDE inh	CHRM4 PAM	MEKK3 PB1 HTS	IDE cell activ	CRFR2-BP ag	CRFR2-BP antag
O=[N+]([O-])c1ccc(OCC(O)CN(CCO)CCO)cc1 (stereo unspecified)	-3	0	3	4	-2	95	1	2.5	0
Cc1cc2oc(=O)cc(CN3CCN(Cc4ccccc4)CC3)c2cc1Cl	3	45	-6	3	1	104	-4	2.6	2
C#CCOCCOCCOCCNc1nc(N2CCN(C(=O)CCCCCCCCCCNC(=O)[C@H]([C@@H](C)CC)n3cc(CCCCCN)nn3)CC2)nc(N2CCN(C(=O)CCCCCCCCCCNC(=O)[C@H](CO)n3cc(CCCCCN)nn3)CC2)n1	x	x	x	9	-9	x	37*	77*	-42
Cc1nc(SCC(=O)N2CCN(c3ccccc3)CC2)c2oc3ccccc3c2n1	-2	24	-10	2	-4	107	-1	-2.8	10
CNC(=O)NC(=O)CSc1nc2sccc2c(=O)n1-c1ccccc1	-5	39	-9	3	-1	104	7	1.0	-17
OCCNC(=S)NCCc1ccccc1	-5	-5	0	3	3	132*	5	0.5	-13
CSc1nc(-c2ccc(N(C)C)cc2)c(C#N)c(=O)n1C	-1	12	-9	7	-4	100	-8	62*	-29
Cc1nn(C(C)C(=O)N2CCN(c3ccccn3)CC2)c(=O)c2cc3occc3n12 (stereo unspecified)	-4	-89	-11	7	1	x	-3	-1.7	9
COc1cc2nc3c4ccccc4n(CC#N)c3nc2cc1OC	-2	14	-21	x	x	105	x	x	x
COC(=O)N/N=C/c1sc(N2CCCCC2)nc1-c1cccs1	2	-21	-12	-5	-5	99	1	0.2	-10
Cc1cnc2cc(Cl)c(Cl)cc2n1	-5	5	-3	2	16	119	-4	-0.6	16
CCOc1ccc(-n2c(SCC(=O)NC)nnc2-c2ccco2)cc1	-6	30	-8	2	2	105	2	0.6	-5
CC(C)c1ccc(OCC(=O)Nc2c3c(nn2C(C)(C)C)CS(=O)(=O)C3)cc1	-5	x	x	-6	3	x	6	-3.1	-3
CC(=O)Nc1cc(NC(=O)C2C3C=CC(C3)C2C(=O)O)ccc1Cl (stereo unspecified)	-4	3	-8	2	11	96	0	0.1	-3
COc1ccc(-c2nc(N)nc(C)c2-c2ccc(Cl)cc2)c(O)c1	-6	14	-3	5	0	95	-3	-1.4	-1
CCCOc1ccc(OCC(=O)c2[nH]c(C)c(C(C)=O)c2C)cc1	x	-6	-14	0	-5	96	6	-1.2	6
Cc1cccc(-n2c(SCc3ccc([N+](=O)[O-])cc3)nnc2-c2c[nH]c3ccccc23)c1	-5	-65	0	-1	2	102	3	-1.6	6
CC1CN(c2nc3c(c(=O)n(C)c(=O)n3C)n2Cc2c(F)cccc2Cl)CC(C)O1 (stereo unspecified)	-5	-6	-13	2	2	98	-1	-2.6	3
Cc1cccc(N(CC(=O)NC2CCCC2)C(=O)CS(=O)CC(=O)Nc2ccc3c(c2)OCO3)c1 (stereo unspecified)	-4	-12	-16	5	2	102	0	-4.0	-4
O=C(Nc1cc(C(F)(F)F)ccc1N1CCCC1)c1ccc2c(c1)OCO2	-6	7	-8	4	-26	111	1	-0.4	12
CC(=O)c1sc(NC(=O)c2ccc3c(c2)OCO3)nc1C	-2	31	-11	-7	7	101	4	-1.1	-3
CCn1cc(S(=O)(=O)Nc2ccc(Cl)cc2F)cn1	0	-2	-13	4	-3	98	-1	-0.1	-2
O=C(COC(=O)/C=C/c1cccc(Cl)c1)NCCc1ccc(Cl)cc1Cl	5	3	0	-1	4	101	-1	0.3	-7
O=C(NCc1nc(-c2ccc(C(F)(F)F)cc2)no1)Nc1ccc(F)cc1F	2	27	-7	2	-5	131*	3	1.4	-5
COc1cc(OC)cc(C(=O)NNC(=O)CCNC(=O)c2ccc(Br)cc2)c1	-6	x	x	-3	4	x	-1	-0.1	9

Later entries.
SMILES	GalR3 antag	PHOSPHO1 block	p-CIP stab down	IDE inh	CHRM4 PAM	MEKK3 PB1 HTS	IDE cell activ	CRFR2-BP ag	CRFR2-BP antag
CCOc1ccccc1Nc1cc(C)nc2nc(C)nn12	0	-5	-11	3	1	94	7	-1.1	-5
COc1ccc(Br)cc1S(=O)(=O)NNC(=O)c1c(C)nc2ccccn12	-2	33	-11	6	3	96	x	-1.3	9
CC(C)CCOc1cccc(C2c3c(oc4ccccc4c3=O)C(=O)N2CCCN2CCOCC2)c1 (stereo unspecified)	0	x	x	x	2	x	2	2.8	-7
COc1ccccc1OCC(=O)NNC(=O)Nc1ccccc1	0	x	x	-2	-2	x	4	-0.1	0
CN(C)C(CNC(=O)c1cccc(S(=O)(=O)NCc2ccccc2)c1)c1ccccc1 (stereo unspecified)	-3	x	x	x	-2	x	-1	0.3	2
O=C(Cn1c(=O)oc2cc(S(=O)(=O)N3CCCCCC3)ccc21)NC1CCCCCCC1	-2	5	4	4	-3	97	4	0.9	5
NC(=O)COC(=O)c1ccccc1Oc1ccccc1	-5	48	0	9	-1	96	-6	-3.9	-21
Cc1ccc(/C=C/C(=O)O)cc1S(=O)(=O)N(CCO)CCO	3	4	-12	2	-1	103	6	-0.4	-2
NCCC1CN(C(=O)OCc2ccccc2)c2ccccc21 (stereo unspecified)	-8	x	x	x	-7	x	3	2.0	-26
O=C(COc1ccc([N+](=O)[O-])cc1)Nn1cnnc1	0	-5	-2	1	-9	75	x	1.9	18
Cc1cc(C(=O)Nc2ccc(CC(=O)O)cc2)c(C)o1	-3	39	-3	2	-6	103	7	1.5	-5
COCCN(C(=S)Nc1ccc(OC)c(Cl)c1)C1CCN(C(C)=O)CC1	-8	x	x	x	-2	x	x	3.5	29
COc1cc(CCNC(=O)CCCn2c(=O)c3cccn3c3cccnc32)cc(OC)c1OC	-8	24	8	0	7	99	2	0.3	2
COc1ccc(OCCCC(=O)OC(C)C(=O)Nc2ccccc2[N+](=O)[O-])cc1 (stereo unspecified)	-3	x	x	6	2	x	4	0.3	4
Oc1oc(-c2ccccc2)nc1C=Nc1ccccc1	1	29	-19	-1	1	104	3	-0.9	1
Cc1nc(N2CCN(Cc3ccccc3)CC2)c(C#N)c2c1COC(C)(C)C2	2	-11	7	1	5	79*[inhibitor]	-2	-4.9	12
Cc1ccc(C(=O)N2CCC(C(=O)NCc3cccnc3)CC2)cc1	-3	-7	-1	-8	9	115	3	0.7	-12
CCc1c(C)nc2c(OC)cccc2c1SCCC(=O)O	-2	-14	-3	-3	1	92	-2	-0.1	29
Cc1onc(-c2ccccc2)c1C(=O)N1CCN(C(=O)c2ccco2)CC1	-7	3	1	-1	4	100	-4	1.6	0
CC(C)Cc1nnc(NC(=O)c2cc3c(s2)CCC3)s1	1	28	4	2	5	99	4	-1.4	-16
COc1ccc(NC(=O)CSc2nc(N)c(NC(=O)c3cccs3)c(=O)[nH]2)cc1	-3	32	-3	6	12	102	1	-4.0	3
COc1ccccc1NC(=O)CSc1nnc(-c2ccco2)o1	-3	-4	-29	-1	0	94	3	-0.2	-3
CC(C)c1cc(C(=O)N/N=C/c2ccco2)n[nH]1	1	-9	-11	0	3	98	-1	-0.8	9
Cc1ccc(S(=O)(=O)CCSc2nccn2C)cc1	-6	42	7	8	-9	88	-3	0.3	12
CCN(CC)CCN(C(=O)c1ccc(N2C(=O)CCC2=O)cc1)c1nc2cc3c(cc2s1)OCO3	-3	32	-7	-8	x	63	x	x	x

Part of the list above, with values ahead of the structure:
GalR3 antag	PHOSPHO1 block	p-CIP stab down	IDE inh	CHRM4 PAM	MEKK3 PB1 HTS	IDE cell activ	CRFR2-BP ag	CRFR2-BP antag	mol
-3	39	-3	2	-6	103	7	1.5	-5	Cc1cc(C(=O)Nc2ccc(CC(=O)O)cc2)c(C)o1
-5	39	-9	3	-1	104	7	1.0	-17	CNC(=O)NC(=O)CSc1nc2sccc2c(=O)n1-c1ccccc1

Later entries:
SMILES	GalR3 antag	PHOSPHO1 block	p-CIP stab down	IDE inh	CHRM4 PAM	MEKK3 PB1 HTS	IDE cell activ	CRFR2-BP ag	CRFR2-BP antag
CCOc1ccccc1NC(=O)COC(=O)c1cccc(-c2ccc(OC(C)=O)cc2)c1	-5	-1	5	-2	11	102	0	8.4	-9
COc1cc2c(C(=O)O)c(C)n(-c3ccccc3)c2c2ccccc12	9	24	-7	6	6	97	0	-1.9	-13
O=C(Cc1cccs1)Nc1ccc(Cl)cc1	-5	-1	2	-1	8	99	-8	1.6	5
O=C(c1ccc(Cl)c(S(=O)(=O)N2CCOCC2)c1)N1CCCCCC1	-6	40	12	4	2	100	5	-0.5	-11
C[C@@H](C(=O)OCC(=O)c1ccccc1)N1C(=O)C2CCCCC2C1=O (stereo partly specified)	-7	x	x	-2	-2	x	1	-0.4	-10
O=C(O)c1c(-c2ccccc2)cnc2ccccc12	-5	x	x	x	4	x	x	1.9	6
Cc1ccc(C(C)(C)C)c(OCCN2CCCC2)c1	-11	6	-4	0	-31	92	-1	3.2	-76
COc1ccc(OC)c(NC(=O)CCn2cccc2)c1	-3	2	-10	-2	2	105	4	-1.1	4
C/C=C/C=C/C(=O)OCC(=O)Nc1ccc(Cl)cc1	0	-3	-1	1	13	105	2	-0.6	-10
C=CCOC(=O)c1[nH]c2c(c1C)C(=O)CC(c1ccco1)C2 (stereo unspecified)	x	6	-26	6	x	97	x	1.6	-11
Cc1ccc(C(=O)OCC(=O)N(C)c2c(N)n(Cc3ccccc3)c(=O)[nH]c2=O)s1	1	x	x	0	-1	x	3	-0.1	-3
COc1ccccc1C(=O)Nc1ccc(OCC(=O)N2CC(C)OC(C)C2)cc1 (stereo unspecified)	-5	x	x	13	7	x	1	-0.5	8
Cc1ccc(CCNC(=O)C2CCN(S(=O)(=O)c3ccc4c(c3)oc(=O)n4C)CC2)cc1	-7	20	0	3	-3	100	6	0.5	24
COc1ccccc1NC(=O)c1c(C)nn(-c2ccccc2)c1Cl	-12	30	10	5	-3	104	-2	-0.5	2
CCN(c1ccccc1)S(=O)(=O)c1ccc(OC)c(OC)c1	x	21	-15	9	6	99	7	-0.5	16
O=C(NCC1CCCO1)c1ccc2ccccc2n1 (stereo unspecified)	-3	-16	-22	5	-1	101	-3	-1.5	2
C(/CCc1ccccc1)=N\n1cnnc1	-6	-1	4	0	-4	108	-5	0.6	3
CCCCCCCCCCOC(=O)Cn1c(COc2ccccc2C)[n+](C)c2ccccc21	x	29	-1	2	-18	115	17	5.6	-26
COc1ccccc1NC(=O)CSc1ccc(-c2ccc(-n3ccnc3)cc2)nn1	-2	x	x	7	1	x	13	-0.9	7
CC(=O)Oc1ccc(-c2csc(Nc3cccnc3)n2)cc1	-2	7	-4	-3	1	92	3	-5.0	48
Cc1ccc(Cn2ccsc2=NC(=O)COC(=O)c2ccc(NC(=O)CC#N)cc2)cc1	-4	x	x	-1	6	x	2	1.8	13
CCOC(=O)C1(CCCc2ccccc2)CCN(CC(O)CO)CC1 (stereo unspecified)	-3	47	1	-2	0	98	1	7.4	-37
CCOC1CC(C)(C)NC(=S)N1 (stereo unspecified)	-4	1	1	-1	1	98	2	-1.6	2
CC(C)NC(=S)NC(c1ccccc1)(c1ccccc1)c1ccccc1	-4	-13	6	-2	-9	100	1	0.6	-1
CCc1ccc(CCC(=O)N2CCN(S(=O)(=O)c3sc(C(=O)O)c(C)c3C(=O)O)CC2)cc1	-5	x	x	x	-4	x	-3	-0.3	-4
Nc1nc(SCC(=O)NCc2ccccc2Cl)[nH]c(=O)c1NC(=O)c1ccccc1F	2	0	4	-1	13	99	3	5.7	-36

2 compounds from above with just p-CIP stab down, IDE inh and CRFR2-BP ag.
SMILES | p-CIP stab down | IDE inh | CRFR2-BP ag
CCOC1CC(C)(C)NC(=S)N1 (stereo unspecified) | 1 | -1 | -1.6
O=C(c1ccc(Cl)c(S(=O)(=O)N2CCOCC2)c1)N1CCCCCC1 | 12 | 4 | -0.5

Screening data (PubChem)
